KDM5B inhibitor: blocks human KDM5B histone demethylase activity. Q9UGL1. KDM5B demethylase, FDH-coupled NADH fluorescence (FDH is formaldehyde dehydrogenase). Potency, µM (series often up to 57.7 µM), without a hit: top-dose activity change, negative = inhibition, hits mostly inhibitors. 220,000 compounds, 2.6% hits; active means well fitted inhibition curve with a large enough effect; inconclusive means small, poorly fitted or top-dose-only effect; inactive means no such curve, though single readings can be large or run the other way; further: 0% is about no effect; nearly all actives have a fitted effect of over 70% in size
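Here, H3K4me3 peptide (12.5 µM in substrate mix) is demethylated by KDM5BΔAP, 200 nM final, after 10 min compound exposure. Formaldehyde product is coupled through FDH (0.25 U/mL in mix) to NADH fluorescence; 30-min ΔRFU feeds dose-response curves.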
The depositor's hits bear a star; i = inactive; ? = inconclusive; [ ] = another dose, or the depositor's remark. Potency means the concentration at half of the fitted maximal effect. An excerpt. The share of hits here may be higher or lower than overall.

SMILES | KDM5B inhibitor
COc1cc(NC(=O)C2CCCN2C(=O)C23CC4CC(CC(C4)C2)C3)c(OC)cc1Cl (stereo not drawn) | -12%
Cc1ccc(S(=O)(=O)CCC(=O)OCC(=O)NC(N)=O)cc1 | 17%
O=C1CCCCCN1C1CCN([S+](=O)([O-])c2cccc(C(F)(F)F)c2)CC1 | -7%
COCCn1nnnc1C1CC2(CCOCC2)C(=O)N1CCc1ccc(OC)c(OC)c1 (stereo not drawn) | -14%
CN(C)S(=O)(=O)c1ccc2c(c1)N(CC(=O)Nc1cccc(C(F)(F)F)c1)C(=O)CS2 | -21%
COc1ccc(Nc2nc(N)c3cc(OC)c(OC)cc3n2)cc1 | -28%
COc1cccc(OCc2nc(C(=O)N3CCCC3c3nccs3)co2)c1 (stereo not drawn) | -14%
Cc1cc(C)c2oc(=O)cc(CN3CCN(c4ccccn4)CC3)c2c1 | 11%
C=CCNc1nc(N)c([N+](=O)[O-])c(NC2CCCCC2)n1 | 7%
CCCCc1ccc(C(=O)COC(=O)c2cc(S(C)(=O)=O)ccc2C)cc1 | 7%
Cc1csc2nc(COC(=O)c3ccc(F)cc3)cc(=O)n12 | 12%
CN1c2cc(C(N)=O)ccc2C(=O)N2CCCC21 (stereo not drawn) | ?
Cc1cc(O)c(C(=O)/C=C/c2cccc([N+](=O)[O-])c2)c(=O)o1 | ?
Cc1cccc(C(=O)N2CCC3(CC2)CC(Cc2ccc(F)cc2)CCO3)c1 (stereo not drawn) | 0%
CCOc1ccc(NC(=O)NC(C)c2ccc(Cl)s2)cc1 (stereo not drawn) | 19%
Cc1cccc(C(=O)NC23CC4CC(CC(C4)C2)C3)n1 | 20%
O=C(Cc1ccc(N2CCC(NCCc3ccc(C(F)(F)F)cc3)CC2)cc1)NCc1ccccn1 | -14%
CS(=O)(=O)N1CCC(C2CCN(C(=O)c3ccc[nH]c3=O)C2)CC1 (stereo not drawn) | -25%
COc1ccc(C(=O)N2CCC(Cc3nc(-c4ccc(F)cc4)no3)CC2)c(OC)n1 | 6%
CC(C)N1C[C@H](O)C[C@H]1c1nnc2n1CCN(C(=O)c1ccco1)CC2 | -25%

Next section.
SMILES | KDM5B inhibitor
COc1cc(NC(=O)[C@H]2CC[C@H]3CO[C@](C)(NC(=O)c4cnccn4)C(=O)N32)ccc1F | -11%
COc1ccccc1N1CCN(C2CCCN(C(=O)c3ccoc3C)C2)CC1 (stereo not drawn) | -6%
COc1ccc([C@@H](NC(=O)c2coc3ccccc23)C2CC(O)C2)cn1 (stereo partly drawn) | -13%
COc1ccc(-c2noc(Nc3ccc4c(c3)OCO4)n2)cc1 | -13%
O=C(C[C@H]1NC(=O)c2ccccc2NC1=O)Nc1nnc(Cc2ccccc2)s1 | -12%
COc1ccc(Cn2cc(CN3[C@@H](Cc4ccccc4)COc4cc(Br)ccc4S3(=O)=O)nn2)cc1 | 5%
COc1ccccc1C(=O)N1CCC(n2cnnc2C2CC2)CC1 | -12%
CC(Nc1ccc(N2CCCC2=O)c(Cl)c1)c1nc(C(C)(C)C)no1 (stereo not drawn) | 5%
O=[S+]([O-])(Nc1ccccc1)c1ccc2c(c1)OCCN(CC1CC1)C2 | -16%[86.2 µM]
COc1ccc(C)cc1NC(=O)NCCCCc1ccccc1 | -13%
CCn1c(SCc2noc(-c3ccccc3Cl)n2)nnc1N1CCOCC1 | 43%[activator]
COc1ccc(C(=O)N2CCCC3(CC(Cc4ccccc4)=NO3)C2)cc1 (stereo not drawn) | 15%
CC(C)NC(=O)C(c1ccc(F)cc1)N(C(=O)CCC(=O)Nc1ccccn1)c1cccc(F)c1 (stereo not drawn) | 4%
CC(=O)Nc1ccc(NC(=O)c2cc(C(C)C)nc3ccccc23)cc1 | 11%
COc1cccc(N2CC(NC(=O)/C=C\c3ccc4c(c3)OCO4)CC2=O)c1 (stereo not drawn) | ?
COC(=O)c1ccccc1NC(=O)CSc1c2c(nc3ccc(Cl)cc13)CCCC2 | -12%
COc1ccc(CCNC(=O)CCCn2c(=O)c3ccccc3n(Cc3ccccc3C#N)c2=O)cc1OC | 6%
Cn1c(=O)c2c(nc(SCCO)n2Cc2ccccc2)n(C)c1=O | 19%
CC(C)(C)OC(=O)Nc1ccc(C(=O)NCC(c2ccco2)N2CCCCC2)cc1 (stereo not drawn) | -1%
CCCCS(=O)(=O)c1nc(-c2ccc(Br)cc2)cc(-c2ccccc2)c1C#N | ?

Other compounds follow:
SMILES | KDM5B inhibitor
Cc1cccc(NC(=O)c2ccc(CNS(=O)(=O)c3ccc4c(c3)C(C)(C)C(=O)N4C)cc2)c1 | ?
COc1ccc(C(=O)CCC(=O)OCC(=O)c2ccc3c(c2)OCCO3)cc1 | -2%
CC(=O)NCC(=O)N1Cc2ccccc2CC2(CCN(CC3CCCC3)C2)C1 (stereo not drawn) | 21%[115 µM]
CCCOc1ccc(CCNC(=O)C2NCCc3[nH]cnc32)cc1OC (stereo not drawn) | -19%
CCOCCCNC(=O)/C(C#N)=C\c1ccc(NC(C)=O)cc1 | -25%
Cc1ccc(CNC(=O)CCCN2C(=O)CCn3nc(-c4cccn4C)cc32)cc1 | ?
CC(=O)c1cccc(N2C(=O)[C@@H]3[C@@H](CCN3C(=O)C(C)(C)C)N(Cc3cccc(F)c3)C2=O)c1 | 23%
Cc1ccc(-n2nc(CO)c(C(=O)NCCCc3ccccc3)n2)cc1C | ?
CNc1c(NC(=O)c2ccccc2Cl)c(=O)oc2ccccc12 | 17%
COc1ccc(C(=O)N2CCC3(CC2)CC(O)CCO3)cc1 (stereo not drawn) | ?
COc1ccc(S(=O)(=O)N2CCC(C(=O)NCCOc3ccccc3F)CC2)cc1OC | 5%
Cc1ccc(C2C(C#N)=C(N)Oc3c2oc(CO)cc3=O)cc1C (stereo not drawn) | 3%
COc1ccc(-c2noc(-c3ccc(C)cc3Cl)n2)cc1OC | -18%
Cc1ccc(C2C3=C(CC(C)(C)CC3=O)Nc3nc(N)[nH]c(=O)c32)cc1 (stereo not drawn) | -22%
CC(C)CC(C(=O)NCc1ccc(F)cc1)N1Cc2ccccc2C1=O (stereo not drawn) | -30%
CCN(CC(=O)NC(C)(C)C)Cc1nc2c(Br)cc(Br)cc2c(=O)[nH]1 | -12%
COc1ccc(CC(=O)N2CCc3nc(C(C)C)nc(-c4ccc(OC)cc4)c3CC2)cc1 | 6%
Cc1c2cnn(-c3ccccc3)c(=O)c2c(C)n1C(C)C(=O)NCc1ccccn1 (stereo not drawn) | 8%
CCN1c2cc(C(=O)NCc3nc4ccccc4n3C)ccc2C(=O)N2CCCCCC21 (stereo not drawn) | ?
CC(=O)N1CCc2cc(S(=O)(=O)NC(Cc3ccccc3)C(=O)Nc3ccc(C)cc3C)ccc21 (stereo not drawn) | -12%

6 compounds drawn at random from those above, as already listed:
SMILES | KDM5B inhibitor
COc1ccc(C(=O)CCC(=O)OCC(=O)c2ccc3c(c2)OCCO3)cc1 | -2%
CC(=O)c1cccc(N2C(=O)[C@@H]3[C@@H](CCN3C(=O)C(C)(C)C)N(Cc3cccc(F)c3)C2=O)c1 | 23%
COc1ccc(CC(=O)N2CCc3nc(C(C)C)nc(-c4ccc(OC)cc4)c3CC2)cc1 | 6%
Cc1c2cnn(-c3ccccc3)c(=O)c2c(C)n1C(C)C(=O)NCc1ccccn1 (stereo not drawn) | 8%
COc1ccc(-c2noc(-c3ccc(C)cc3Cl)n2)cc1OC | -18%
CC(=O)NCC(=O)N1Cc2ccccc2CC2(CCN(CC3CCCC3)C2)C1 (stereo not drawn) | 21%[115 µM]

(listing goes on)
SMILES | KDM5B inhibitor
O=C1COc2ccc(OCc3cncs3)nc2CN1Cc1ccccc1 | 9%[86.2 µM]
N#CC1=C(N)N(c2ccccc2)C2=C(C(=O)OC2)C12C(=O)N(Cc1ccccc1)c1ccccc12 (stereo not drawn) | -13%
O=C(NCCc1ccc(C(F)(F)F)cc1)C12CC3CC(CC(Cl)(C3)C1)C2 | -3%
CC(C)CNC(=O)C1CCN(C(=O)c2ncn3c2COC(c2ccc(F)cc2)C3)CC1 (stereo not drawn) | -1%
O=C(CC1CCCCC1)N1CCC2(CC1)NC(=O)N(c1cccc(F)c1)N2 | -10%
CC(C)c1nc(C#N)c(NCC(c2ccccc2)N2CCOCC2)o1 (stereo not drawn) | 1%
Cc1cccc(C)c1NC(=O)C(Sc1ccccc1)c1ccccc1 (stereo not drawn) | -7%
COc1ccc(CCNC(=O)COC(=O)C2COc3ccccc3O2)cc1 (stereo not drawn) | -5%
O=C(NCc1ccc2c(c1)CCCO2)c1ccc(C2CCNC2)cc1 (stereo not drawn) | 5%
CCCn1c(=O)sc2cc(NC(=O)c3ccccc3Cl)ccc21 | ?
CCc1ccc(S(=O)(=O)Nc2cccc(CN(CC)C(C)=O)c2)s1 | 20%
CC(C)N(C)Cc1nnnn1CC(=O)NCc1ccc2nonc2c1 | 0%
COc1ccc(-c2nc3scc(CCNS(=O)(=O)c4ccc(Oc5ccccc5)cc4)n3n2)cc1OC | ?
CCCCOc1cccc(C2c3c(-c4cc(C)ccc4O)n[nH]c3C(=O)N2CCOC)c1 (stereo not drawn) | 15%
COc1ccc(NC(=O)c2cc(C3CC3)nc3c2c(C)nn3-c2ccccc2)cc1OC | -13%
COCCOC1CCN(C(=O)c2ccc3oc(-c4cccc(F)c4)nc3c2)CC1 | ?
Nc1nc(-c2ccccc2)c(C(=O)Nc2ccccc2)s1 | -15%
COc1cc(OC)c(NC(=O)N2CCc3c([nH]c4ccccc34)C2c2ccccc2F)cc1Cl (stereo not drawn) | -9%
COc1ccc(CN(C(=O)c2cccc(F)c2)C2CC2)c(OC)c1 | -4%
CCCNc1c(NS(=O)(=O)c2ccc(F)cc2)c(=O)oc2ccccc12 | 14%

An excerpt from above in order of length of the SMILES, smallest number first.
SMILES | KDM5B inhibitor
CCOc1ccc(NC(=O)NC(C)c2ccc(Cl)s2)cc1 (stereo not drawn) | 19%
COc1ccc(C(=O)N2CCCC3(CC(Cc4ccccc4)=NO3)C2)cc1 (stereo not drawn) | 15%
COc1cc(NC(=O)[C@H]2CC[C@H]3CO[C@](C)(NC(=O)c4cnccn4)C(=O)N32)ccc1F | -11%

Going on with the list:
SMILES | KDM5B inhibitor
Cn1cnc([N+](=O)[O-])c1N=C(N)N | 32%
CN(CC(=O)N1CCC(CCOc2ccc(F)cc2)C1)S(=O)(=O)c1cccs1 (stereo not drawn) | 8%
COC(=O)c1[nH]ncc1CN1CCC(c2nc(-c3ccccc3)no2)CC1 | -7%
O=C(NCc1cccs1)C1CCc2nc(N3CCN(C(=O)C4CCC4)CC3)sc2C1 (stereo not drawn) | -12%
C#CC(C)(CC)NC(=O)Cc1cccs1 (stereo not drawn) | 13%
Cc1ccc(/C=C/C(=O)O)s1 | -8%
CC(=O)c1ccc(S(=O)(=O)N(C)C(C)c2cc3ccccc3o2)cc1 (stereo not drawn) | 14%
Cc1cc(C)n(-c2ccc(NC3CCCC3)nn2)n1 | -29%
COC(=O)Cc1c(C)c2ccc3c(c2oc1=O)CN(Cc1ccccc1OC)CO3 | i
COc1cc(OC)cc(C(=O)N2CCC(n3cc(-c4nc(-c5ccccc5)no4)nn3)C2)c1 (stereo not drawn) | 4%
CC(NC(=O)c1ccc2c(c1)N(Cc1ccc(Cl)cc1)C(=O)CS2)c1ccccc1 (stereo not drawn) | 9%
O=[N+]([O-])c1ccccc1/C=N/OCc1ccc(Br)cc1 | 13%
CCOc1ccccc1-c1nc(-c2nnn3c2COC(c2ccccc2Cl)C3)no1 (stereo not drawn) | 28µM*
COc1ccc(N(CC(=O)N/N=C(\C)c2ccc(C)cc2)S(=O)(=O)c2ccccc2)cc1 | 38%[activator]
COc1cccc(N2CCN(C(=O)CN3C(=O)COc4ccc(S(=O)(=O)N5CCC(C)CC5)cc43)CC2)c1 | -23%
CCCCn1c(SCc2cc(=O)oc3c(C)c(C)ccc23)n[nH]c1=O | -2%
O=C(NCC12CCC=C1N(CC1CC1)C(=O)CC2)Nc1cccc(F)c1 (stereo not drawn) | ?
COCc1nc(C2CCCN(C(=O)c3sccc3C)C2)no1 (stereo not drawn) | -10%
Cc1nn(-c2ccccc2)cc1/C=N/NC(N)=S | -10%
Cn1ccc2c(C(=O)NCCc3cnc[nH]3)nc(-c3ccc(N4CCOCC4)cc3)cc21 | -23%[86.2 µM]

The list continues.
SMILES | KDM5B inhibitor
CCN(Cc1cc2ccc(C)cc2[nH]c1=O)C(=O)c1ccccc1C | 1%
CC(=O)Nc1ccc(NC(=O)CSc2ncnc3sc(C)c(C)c23)cc1 | -9%
O=C(CCc1c[nH]c2ccccc12)N1CCCC1c1ccc(F)cc1 (stereo not drawn) | 5%
Cc1ccc(NC(=O)c2oc3ccccc3c2NC(=O)Cc2ccccc2)cc1 | ?
Cc1ccc(C2NC(=O)N(CC(=O)Nc3ccccc3F)C3=C2C(=O)OC3)cc1 (stereo not drawn) | 7%
COc1ccccc1-c1onc(C)c1C(=O)NCc1ccccc1C | ?
Cc1ncc2c(c1CNC(=O)c1cccc(N3CCOCC3)c1)CCNC2 | ?
Cc1ccc(C(=O)N2CCC(N3CCCC3=O)CC2)cc1 | 30%[activator][149 µM]
Cc1ccccc1C(=O)N1CCCN(c2cc(-c3ccc(F)cc3)[nH]n2)CC1 | -21%
O=Cc1cccc(-c2ccc(C(=O)O)o2)c1 | 126µM*
O=C(NCCc1c[nH]c2ccccc12)c1ccc(Cl)c(Cl)c1 | 2%

Shown as labelled records: 2 of the compounds above
O=C(CCc1c[nH]c2ccccc12)N1CCCC1c1ccc(F)cc1 (stereo not drawn)
  KDM5B inhibitor: 5%
Cc1ccc(NC(=O)c2oc3ccccc3c2NC(=O)Cc2ccccc2)cc1
  KDM5B inhibitor: ?
